# GSIS activator – GLuc luminescence reporter in INS-1E cells, primary screen for activators of glucose-dependent secretion of insulin; INS-1E GLuc reporter insulin secretion, 2-3 h; hit rate 0.61% among 370,000; activation, % at 16.6 µM;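 active means lowest replicate activation of at least 40%, so every replicate reaches that level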;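 further: 0% = median of neutral control wells and 100% = median of IBMX positive control wells; some compounds called inactive have numbers as strong as hits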
# CFTR F508del cor – F508del CFTR correction, initial screen, CFBE line, single point | CFBE cells, YFP halide quenching; stimulated with forskolin plus potentiator P3; % fluorescence drop versus neutral controls | activity (quench increase), % at 7.58 µM | hit rate 0.36% among 350,000;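 active means mean added fluorescence quench of at least 8% versus neutral control, with both replicates also reaching 8%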;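 further: cells transiently co-express mutant CFTR-F508del with the halide-sensitive YFP; corrector assay measuring rescue of mutant channel to the surface after 24 h compound exposure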
# RAD52 inh – RAD52 DNA annealing inhibitors, primary screen, biochemical, FRET, single point, set 2 | DNA repair protein RAD52 homolog (Homo sapiens), P43351 | recombinant RAD52 DNA annealing, FRET fluorescence | inhibition, % at 18.7 µM | hit rate 0.46% among 360,000;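 active means every replicate showing at least 50% inhibition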
# Xi reactivation – activators of inactive X chromosome reactivation, primary screen, imaging, XiGFP fibroblasts, GFP high-content imaging, set 2; activation, % at 7.58 µM; XiGFP mouse fibroblasts, % GFP-positive cells imaging, 3 d; cells co-treated with 5-aza-dC sensitizer; scaled so ellipticine positive control = 100%; AID 743238, 2013; hit rate 0.055% among 360,000;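 active means mean normalized replicate activation at least 10% and every replicate at or above 10%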;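 further: 0% = median of on-plate neutral control wells and 100% = ellipticine 6 µM median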
#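 Assay system – SV40-immortalized XiGFP fibroblast cells, line 68-5-11 · Buffer or medium – DMEM supplemented with 5-aza-dC as sensitizing agent · Dosing – one concentration, pinned · Benchmarks – positive control ellipticine, 6 µM final · Times – 3 days compound exposure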
# ARNT-TACC3 inh – disruptors of ARNT/TACC3 protein interaction, primary screen, biochemical, AlphaScreen, single concentration; AlphaScreen His-ARNT PAS-B/GST-TACC3 binding, luminescence; TACC3 fragment carries E629A point mutation; inhibition, % at 9.99 µM; hit rate 0.66% among 390,000;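 active means mean inhibition of replicates at least 50% and at least half of replicates each reaching 50%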;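 further: 0% = complete ARNT plus TACC3 wells and 100% = ARNT alone without TACC3; many hits fall short of the cut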
# ERAP1 HTS inh – human ERAP1 aminopeptidase inhibitors, primary screen, biochemical, single point, plate reader; Endoplasmic reticulum aminopeptidase 1 (Homo sapiens), Q9NZ08; recombinant ERAP1, Leu-AMC fluorescence, 60 min; inhibition, % at 10.7 µM; hit rate 0.15% among 340,000;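 active means mean replicate inhibition of at least 30%, or all replicates individually reaching that 30% level; inactive means mean below 30% and not every replicate reaching it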;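 further: 0% = neutral control wells and 100% = L-leucinethiol positive control wells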
# RAD54 inh – inhibitors of human RAD54 branch migration, primary screen, biochemical, fluorescence, single point; DNA repair and recombination protein RAD54-like (Homo sapiens), Q92698; RAD54 Holliday junction branch migration, FAM/BHQ fluorescence; inhibition, % at 10.4 µM; hit rate 0.14% among 360,000; AID 602329, 2012;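 active means mean normalized replicate activity at least 40 and at least half of replicates scoring 40 or more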;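 further: 0% = median of neutral control wells and 100% = median of positive control wells; inhibitors cause a drop in the FAM fluorescence signal; in these data hits start at about 50%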
# Target sequence (Q92698 whole entry, looked up): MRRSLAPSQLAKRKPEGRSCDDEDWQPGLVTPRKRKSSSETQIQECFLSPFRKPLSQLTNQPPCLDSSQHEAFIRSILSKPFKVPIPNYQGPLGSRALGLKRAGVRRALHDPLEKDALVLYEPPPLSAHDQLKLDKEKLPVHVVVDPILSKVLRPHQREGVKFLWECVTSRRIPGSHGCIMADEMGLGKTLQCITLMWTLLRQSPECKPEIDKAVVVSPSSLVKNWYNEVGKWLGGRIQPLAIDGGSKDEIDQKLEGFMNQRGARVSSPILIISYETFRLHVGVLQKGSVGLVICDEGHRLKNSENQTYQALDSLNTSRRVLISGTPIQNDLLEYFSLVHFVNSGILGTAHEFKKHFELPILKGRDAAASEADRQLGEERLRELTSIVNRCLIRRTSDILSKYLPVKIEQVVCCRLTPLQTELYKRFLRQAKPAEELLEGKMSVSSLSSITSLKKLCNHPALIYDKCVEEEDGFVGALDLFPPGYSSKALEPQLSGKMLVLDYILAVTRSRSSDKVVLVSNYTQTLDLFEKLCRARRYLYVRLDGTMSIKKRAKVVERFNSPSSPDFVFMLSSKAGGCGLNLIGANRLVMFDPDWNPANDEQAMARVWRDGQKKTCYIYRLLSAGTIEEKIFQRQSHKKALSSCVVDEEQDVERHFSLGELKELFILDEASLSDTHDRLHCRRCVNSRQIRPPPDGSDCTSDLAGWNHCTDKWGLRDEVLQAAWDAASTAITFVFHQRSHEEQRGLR
# esBAF inh – Bmi1 luciferase reporter increase in mESCs, primary screen, esBAF inhibitor project, mouse ES cells, Bmi1 luciferase knock-in, single point; hit rate 2% among 350,000; reporter increase, % at 12.5 µM; 24 h; 100% = twice the neutral-well signal; in the data active means activation above about 40%;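 further: 0% = median of the plate's neutral control wells and 100% = double that signal; a rise in the Bmi1 reporter signal indicates esBAF inhibition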
# * hit, by the source's call; . = not tested or not shown; & = joins results of further samples. Compounds were not picked by outcome. About 3.3% of those tested had a hit in this group.
# Screens in order – GSIS activator | CFTR F508del cor | RAD52 inh | Xi reactivation | ARNT-TACC3 inh | ERAP1 HTS inh | RAD54 inh | esBAF inh
CC1(C)C(=O)Nc2ccccc2N1C(=O)COC(=O)CNS(=O)(=O)c1ccc(F)c(F)c1F
 : 5 | 4.6 | -1 | -0.1 | -11 | 0 | -10 | -3
COc1cc2c(cc1OC)C[N+](C)(C)CC2
 : -6 | -0.3 | -7 | . | -14 | 65* | 10 | 0
CC1CN(CC(O)c2ccc(Br)cc2)CCO1 (stereo not given)
 : . | 0.9 | 1 | 0.1 | -4 | -1 | -5 | .
CCn1cc(S(=O)(=O)c2ccc(OC)cc2)c(=O)c2cc(F)c(N3CCN(C)CC3)cc21
 : 0 | -0.3 | -23 | 0.1 | 2 | 1 | 3 | 2
NNC(=O)c1ccc(OCC2CC(c3ccc(Cl)cc3)=NO2)cc1 (stereo not given)
 : . | 0.0 | -14 | 0.0 | -3 | 1 | 0 | .
O=C(NCc1cccnc1)c1ccc(N2CCOCC2)c([N+](=O)[O-])c1
 : 8 | . | -5 | 0.1 | -11 | 2 | . | .
CN1C(=O)C(c2ccccc2[N+](=O)[O-])C(=O)c2ccccc21 (stereo not given)
 : -6 | 0.5 | -2 | 0.2 | 14 | 2 | 5 | 2
C=CCn1cc(-c2cccc(Cl)c2)cc(C#N)c1=O
 : 31 | . | . | . | -5 | . | 6 | 4
CCOc1ccc(NC(=O)CCS(=O)(=O)c2ccc(C)cc2)cc1
 : 5 | -2.1 | 2 | -0.1 | -13 | 0 | 7 | -4
C[C@H]1CN([C@@H](C)CO)C(=O)Cc2cc(NC(=O)Nc3cccc4ccccc34)ccc2O[C@H]1CN(C)Cc1ccc(Cl)c(Cl)c1
 : 5 | 1.6 | 0 | -0.1 | 5 | -1 | -9 | 2
COc1ccc2oc(C(=O)NCC3CCCO3)c(C)c2c1 (stereo not given)
 : 7 | -0.6 | -7 | 0.4 | -6 | 4 | -5 | 32
Cc1ccc(S(=O)(=O)Nc2ccc3c(c2)C(=O)N([C@@H](C)CO)C[C@H](C)[C@@H](CN(C)C(=O)C2CCCCC2)OCCCC[C@@H](C)O3)cc1
 : -20 | 3.2 | 15 | 0.1 | -9 | 1 | -5 | 2
N#CC1=C(N)Oc2n[nH]c(-c3cccs3)c2C1c1ccco1 (stereo not given)
 : 6 | . | . | . | 6 | . | -22 | 0
COc1ccc(CNc2cc(C)ccn2)c(O)c1
 : 2 | -3.8 | -13 | 0.1 | 0 | -1 | 12 | -5
Clc1ccc2nc(-c3ccco3)c(Cc3ccccc3)n2c1
 : . | -1.4 | -30 | 0.0 | . | 0 | 4 | 1
Cc1cc(C)c(NC(=O)CSc2nnc(-c3ccccn3)n2N)c(Cl)c1
 : -1 | 2.1 | -17 | 0.1 | 54* | 0 | -13 | .
Cc1nc(C(=O)NCc2ccccc2)sc1C1(C)CC(c2ccccc2)=NO1 (stereo not given)
 : 1 | -0.5 | -17 | 0.0 | 2 | -3 | 4 | 5
O=C(CSc1cn(CC(=O)N2CCCCC2)c2ccccc12)NCC1CCCO1 (stereo not given)
 : 0 | 0.9 | -5 | -0.1 | 6 | -6 | 2 | -11
C[C@@H]1CCCCO[C@H](CN(C)S(=O)(=O)c2cn(C)cn2)[C@@H](C)CN([C@H](C)CO)C(=O)c2cc(NS(=O)(=O)c3ccc(Cl)cc3)ccc2O1
 : 5 | -2.6 | 17 | -0.1 | -5 | -5 | 9 | -4
CC1(c2ccccc2)CC(C)(C)N2C(=O)C(=O)c3cccc1c32 (stereo not given)
 : -27 | -3.3 | -7 | 0.1 | 10 | -3 | 3 | 11
C1CN(CC2COC(CN3CCOCC3)CO2)CCO1 (stereo not given)
 : 9 | 2.2 | -28 | 0.2 | -11 | 0 | 0 | -4
Cc1ccc(C)c(N2CCN(C(=O)CCc3nc(-c4ccccc4Br)no3)CC2)c1
 : -4 | 3.6 | -10 | 0.1 | 1 | 1 | 24 | 43*
CCOC(=O)N1CCN(C(=O)c2cn(CC)c3ccc(S(=O)(=O)N4CCC(C)CC4)cc3c2=O)CC1
 : -10 | 1.6 | -4 | -0.1 | -1 | -19 | 11 | -4
C[C@@H]1CN([C@@H](C)CO)C(=O)c2cc(NS(C)(=O)=O)ccc2O[C@@H](C)CCCCO[C@H]1CN(C)C(=O)Nc1ccc(F)cc1
 : 5 | 0.0 | 0 | 0.2 | -6 | 0 | 5 | 3
CC(C)(C)c1cc(NC(=O)C2(C)CCN2C(=O)C2(c3ccccc3)CCCC2)no1 (stereo not given)
 : -46 | 1.0 | -14 | -0.2 | . | -2 | 5 | -1
Cn1c2ccccc2c(=O)c2c(=O)n(C3CCCCCC3)c(C3CCCCC3)nc21
 : . | . | -2 | -0.1 | 2 | 4 | 4 | .
COc1ccc(CNC(=O)C[C@@H]2C[C@@H]3c4cc(NC(=O)CN(C)C)ccc4O[C@@H]3[C@@H](CO)O2)cc1
 : 12 | -6.0 | 4 | 0.1 | -4 | 1 | 5 | -7
Cc1cccc(OCC(=O)Nc2ccc3oc(=O)ccc3c2)c1
 : 8 | -1.9 | 13 | 0.0 | . | 5 | 0 | 9
COc1ccc(-c2cnc3c(c2)C(=O)N([C@@H](C)CO)C[C@H](C)[C@@H](CN(C)C(=O)C2CCOCC2)O3)cc1
 : 10 | -0.4 | 1 | -0.2 | -1 | -1 | 1 | 7
CO[C@H]1CN(C)C(=O)c2cc(NC(=O)C3CC3)ccc2OC[C@@H](C)N(C(=O)c2ccccc2)C[C@@H]1C
 : 8 | 0.0 | 3 | -0.5 | -11 | 0 | -1 | 1
CC(C)Oc1ccc(CNC(=O)Cn2c(=O)oc3ccccc32)cc1
 : 5 | -2.5 | -46 | 0.1 | -8 | . | 6 | -16
CCNC(=O)C[C@H]1CC[C@@H]2[C@H](COC[C@H](O)CN2Cc2ccccc2F)O1
 : -2 | -0.8 | 0 | 0.1 | 0 | 1 | -7 | -1
Cc1cc2[nH]c(=S)[nH]c2cc1C
 : 5 | -1.7 | -2 | 0.2 | 34 | -2 | . | -6
COc1ccc(NC(=O)COc2ccc(S(=O)(=O)N3CCOCC3)cc2C)cc1OC
 : -4 | 0.6 | -9 | 0.0 | -4 | 2 | -4 | 5
CC(C)CC#Cc1ccc2c(c1)O[C@@H](CN(C)C(=O)Cc1cccnc1)[C@H](C)CN([C@@H](C)CO)S2(=O)=O
 : -24 | 3.9 | -14 | -0.6 | -7 | 1 | 0 | 9
CCOC(=O)/C(=C\C=C\N1CCOCC1)C(C)=O
 : 0 | -2.4 | -23 | 0.0 | -5 | 15 | . | .
CC(=O)c1ccc(NC(=O)C(C)OC(=O)c2ccc3c(c2)nc(C)n3-c2ccccc2)cc1 (stereo not given)
 : -9 | . | -21 | -0.4 | -4 | -5 | . | .
Cc1ccc2c(N)c(C(=O)c3ccccc3)sc2n1
 : 28 | -0.3 | -19 | 0.1 | -11 | 5 | 17 | 32
Oc1ccc(/C=N/N(c2ccccc2)c2ccccc2)cc1O
 : 14 | -1.2 | -11 | 0.0 | 13 | 2 | -2 | -4
C[C@@H]1CN([C@H](C)CO)C(=O)c2cc(NC(=O)NC3CCCCC3)ccc2O[C@@H](C)CCCCO[C@@H]1CN(C)Cc1ccc(C(=O)O)cc1
 : -6 | -2.3 | 16 | 1.7 | -14 | 1 | -13 | -1
CO[C@@H]1CN(C)C(=O)c2ccc(NC(=O)c3cnccn3)cc2OC[C@H](C)N(C(=O)C2CC2)C[C@@H]1C
 : 6 | 2.1 | -14 | 0.0 | 6 | -1 | 3 | 3
CCCC(=O)Nc1nc(C(=O)OCC)cs1
 : 6 | . | . | . | 1 | . | -7 | 12
O=C(COc1ccccc1)NC(=S)Nc1cccc2c(O)cccc12
 : -1 | 3.4 | -10 | 0.1 | . | 0 | . | .
O=C1[C@@H](c2ccccc2)[C@@H](c2ccccc2)N1c1cccnc1
 : 31 | 5.3 | -37 | 0.1 | -6 | . | 1 | 1
COc1ccccc1Nc1n[nH]c(=S)s1
 : -3 | -1.0 | -18 | -0.1 | -4 | -1 | . | .
Cc1ccc(CONC(=O)c2ccccc2Cl)cc1
 : 27 | 1.2 | -9 | 0.0 | -6 | -9 | 3 | 37
Cc1nc2cc(-c3ccc(Cl)cc3)nn2c(C)c1CCC(=O)NC(C)c1ccc2c(c1)OCCO2 (stereo not given)
 : -9 | 2.1 | -7 | 0.0 | -3 | 2 | 2 | -50
CCCCN(Cc1nc2ccccc2c(=O)[nH]1)C(=O)CN1C(=O)NC2(CCCCC2)C1=O
 : 9 | 0.4 | -9 | 0.2 | -4 | 4 | -14 | 2
CCn1c(CNS(=O)(=O)c2ccc(Cl)cc2)n[nH]c1=S
 : 5 | 0.4 | -9 | 0.2 | -4 | 3 | . | .
COCCCNC(=O)C1CC(=O)N(C2CCCC2)C1 (stereo not given)
 : . | -1.8 | -9 | . | -10 | -2 | -7 | 0
COc1ccccc1NC(=O)c1cc(C)nc2ccccc12
 : 12 | -1.9 | -13 | 2.9 | . | 3 | -10 | -5
COc1cccc(S(=O)(=O)N(C)C[C@@H]2OCc3cnnn3CCCC(=O)N([C@H](C)CO)C[C@@H]2C)c1
 : 7&-3 | 5.1&1.9 | -6&6 | 0.2&0.1 | 5 | -3&2 | -7&1 | -3&2
N#Cc1cnn2ccc(-c3cc(N4CCOCC4)ccc3[N+](=O)[O-])nc12
 : 6 | -1.9 | -9 | 0.0 | -2 | 8 | . | .
Cc1ccc(S(=O)(=O)Nc2ccc3c(c2)CC(=O)N([C@@H](C)CO)C[C@H](C)[C@H](CN(C)C(=O)Nc2ccc(F)cc2)O3)cc1
 : 12 | -1.4 | 19 | -0.1 | 9 | 2 | -32 | 0
CCc1cccc2c1NC(=O)C2=O
 : 1 | -1.5 | -6 | 0.2 | 2 | 1 | -5 | 1
Cc1noc(C)c1NC(=O)Nc1ccc2c(c1)C(=O)N([C@H](C)CO)C[C@H](C)[C@@H](CN(C)C(=O)Nc1cccc3ccccc13)O2
 : 1 | 4.2 | -12 | -0.5 | -1 | 1 | 2 | -3
O=C(O[C@@H](C(=O)O)[C@@H](OC(=O)c1ccccc1)C(=O)O)c1ccccc1
 : 2 | 0.5 | -15 | . | . | -6 | -7 | 0
COC(=O)c1cccc(CN2C(=O)C(C)Sc3cc(Cl)ccc32)c1 (stereo not given)
 : 29 | -1.6 | -10 | -0.1 | . | 4 | 3 | 45*

# Complete entries as entered above:
# Record of Cc1nc2cc(-c3ccc(Cl)cc3)nn2c(C)c1CCC(=O)NC(C)c1ccc2c(c1)OCCO2 (stereo not given) = GSIS activator: -9; CFTR F508del cor: 2.1; RAD52 inh: -7; Xi reactivation: 0.0; ARNT-TACC3 inh: -3; ERAP1 HTS inh: 2; RAD54 inh: 2; esBAF inh: -50
# Record of COC(=O)c1cccc(CN2C(=O)C(C)Sc3cc(Cl)ccc32)c1 (stereo not given) = GSIS activator: 29; CFTR F508del cor: -1.6; RAD52 inh: -10; Xi reactivation: -0.1; ARNT-TACC3 inh: .; ERAP1 HTS inh: 4; RAD54 inh: 3; esBAF inh: 45*
# Record of CO[C@@H]1CN(C)C(=O)c2ccc(NC(=O)c3cnccn3)cc2OC[C@H](C)N(C(=O)C2CC2)C[C@@H]1C = GSIS activator: 6; CFTR F508del cor: 2.1; RAD52 inh: -14; Xi reactivation: 0.0; ARNT-TACC3 inh: 6; ERAP1 HTS inh: -1; RAD54 inh: 3; esBAF inh: 3

# Assay outcomes as filed in PubChem.
